Source: PubChem (The Scripps Research Institute Molecular Screening Center)
MITF primary: MITF inhibitors, primary screen, biochemical, AlphaScreen, human. Microphthalmia-associated transcription factor (Homo sapiens), O75030. AlphaScreen MITF homodimerization, bead proximity signal. inhibition, % at 2.6 µM. 0.91% of 650,000 active; in the data active means inhibition above about 50%;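 further: 0% = vehicle wells with protein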
TEAD-YAP inh: TEAD-YAP interaction inhibition, primary screen, TEAD-YAP interaction inhibitor project, luminescence, HEK-TIYL cells. TEAD-Gal4/YAP UAS-luciferase luminescence. inhibition, % at 9.12 µM. 1.4% of 640,000 active. AID 1259422, 2018; in the data active means inhibition above about 32%;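 further: 0% = median of test compound wells and 100% = reference inhibitor wells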
FBW7 activator: FBW7 E3 ligase activators, primary screen, biochemical, AlphaScreen, human; normalized activity (activation), % at 26.1 µM; AID 1259310, 2017; 0.13% of 650,000 active; AlphaScreen FBW7–phospho-cyclin E peptide binding, activator screen; F-box/WD repeat-containing protein 7 (Homo sapiens), Q969H0; in the data active means normalized activity above about 1.9%;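 further: purified mutant Fbw7 with reduced substrate affinity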
Target sequence (Q969H0 whole entry, looked up): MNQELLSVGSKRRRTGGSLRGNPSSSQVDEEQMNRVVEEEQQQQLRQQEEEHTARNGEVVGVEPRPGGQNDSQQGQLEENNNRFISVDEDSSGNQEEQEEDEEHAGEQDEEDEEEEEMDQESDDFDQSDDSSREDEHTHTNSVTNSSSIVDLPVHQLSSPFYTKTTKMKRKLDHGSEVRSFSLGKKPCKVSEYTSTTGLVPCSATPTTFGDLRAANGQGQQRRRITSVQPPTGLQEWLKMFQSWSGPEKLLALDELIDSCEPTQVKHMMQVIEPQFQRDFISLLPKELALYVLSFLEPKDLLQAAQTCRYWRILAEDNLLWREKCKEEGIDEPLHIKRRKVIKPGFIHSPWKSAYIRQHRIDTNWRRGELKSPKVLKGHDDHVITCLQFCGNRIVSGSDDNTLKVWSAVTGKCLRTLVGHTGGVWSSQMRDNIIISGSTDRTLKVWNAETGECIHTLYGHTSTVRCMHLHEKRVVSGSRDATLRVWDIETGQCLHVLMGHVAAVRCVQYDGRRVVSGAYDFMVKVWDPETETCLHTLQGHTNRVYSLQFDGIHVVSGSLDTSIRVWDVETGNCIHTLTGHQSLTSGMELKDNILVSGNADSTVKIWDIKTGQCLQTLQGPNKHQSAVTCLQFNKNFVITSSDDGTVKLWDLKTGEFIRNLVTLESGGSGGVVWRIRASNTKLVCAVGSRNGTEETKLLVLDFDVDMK
GPR151 ag: activators of human GPR151, primary screen, cell-based, PathHunter beta-arrestin, luminescence | AID 1508602, 2020 | PathHunter beta-arrestin GPR151 cells | activation, % at 11.2 µM | G-protein coupled receptor 151 (Homo sapiens), Q8TDV0 | 1% of 650,000 active; in the data active means activation above about 4.9%;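 further: 0% = median of compound wells and 100% = cells with positive control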
Numbers without * were called inactive.

A first look (3 entries):
1) COc1ccc(C2CC(=O)C3=C(C2)Nc2ccccc2NC3c2cccc(Br)c2)cc1OC (centres undefined)
2) O=C1c2cccnc2C(=O)N1Cc1ccc(S(=O)(=O)NC2CCCCC2)s1
3) CC(=O)Nc1ccc2c(c1)C(=O)N(c1ccc(C)c(C)c1)C2=O

Assay by compound	1	2	3
FBW7 activator	0.0	-0.1	0.1
MITF primary	6	14	7
GPR151 ag	-0.4	-2.3	-0.3
TEAD-YAP inh	-1	-3	12

The whole of this part, from the start:
1) COc1ccc(C2CC(=O)C3=C(C2)Nc2ccccc2NC3c2cccc(Br)c2)cc1OC (centres undefined)
2) O=C1c2cccnc2C(=O)N1Cc1ccc(S(=O)(=O)NC2CCCCC2)s1
3) CC(=O)Nc1ccc2c(c1)C(=O)N(c1ccc(C)c(C)c1)C2=O
4) O=C(Nc1ccc(-c2ccco2)cc1)C1CCCN(Cc2ccncc2)C1 (centres undefined)
5) CC(C)C1Oc2ccccc2N(CC(=O)N(Cc2ccncc2)Cc2ccco2)C1=O (centres undefined)
6) CCOc1ccc(CCNC(=O)CN2CCN(Cc3ccc(F)cc3)C2=O)cc1OCC
7) C=CCOCC(O)Cn1c(N2CCCCC2)nc2c1c(=O)n(C)c(=O)n2C (centres undefined)
8) Cc1nc(NCc2ccc3c(c2)OCO3)sc1-c1ccn(Cc2ccncc2)n1

Assay by compound	1	2	3	4	5	6	7	8
FBW7 activator	0.0	-0.1	0.1	0.0	-0.1	0.7	-0.1	0.1
MITF primary	6	14	7	-8	14	4	-6	10
GPR151 ag	-0.4	-2.3	-0.3	-0.4	2.2	1.0	-0.2	-0.4
TEAD-YAP inh	-1	-3	12	11	-2	11	-5	6

Grouped by structure: the compounds so far containing four or more nitrogen atoms (two)
7) C=CCOCC(O)Cn1c(N2CCCCC2)nc2c1c(=O)n(C)c(=O)n2C (centres undefined)
8) Cc1nc(NCc2ccc3c(c2)OCO3)sc1-c1ccn(Cc2ccncc2)n1

Assay by compound	7	8
FBW7 activator	-0.1	0.1
MITF primary	-6	10
GPR151 ag	-0.2	-0.4
TEAD-YAP inh	-5	6

Carrying on:
9) Cc1sc2ncn(CC(=O)NCCCC(=O)N3CCN(Cc4ccccc4)CC3)c(=O)c2c1C
10) COC(=O)C(C(=O)OC)C(Nc1ccc(Cl)cc1)c1ccccc1 (centres undefined)
11) CCCOC(=O)Nc1nc2ccccc2o1
12) O=[N+]([O-])c1ccc(C2N(c3ccccc3)N=C(c3ccccc3)N2c2ccc(N3CCOCC3)cc2)cc1 (centres undefined)
13) CCCOc1ccc(C2NC(=O)NC(C)=C2C(=O)OC(C)C(C)(C)C)cc1OC (centres undefined)
14) FC(F)Oc1ccc(/C=N/N2CCOCC2)c(OC(F)F)c1
15) CC(=O)C1C(c2ccc(C(C)C)cc2)NC(=O)NC1(O)C(F)(F)F (centres undefined)
16) Cc1c(Cl)cccc1N1CCn2c1nc1c2c(=O)[nH]c(=O)n1C

Assay by compound	9	10	11	12	13	14	15	16
FBW7 activator	-0.1	0.1	0.9	-0.3	0.2	0.5	-0.1	-0.2
MITF primary	-6	-4	11	1	-1	7	-3	-22
GPR151 ag	-0.2	0.8	-3.6	0.6	-1.4	0.3	2.0	1.7
TEAD-YAP inh	6	-1	-17	-2	-12	-5	-9	1

17) CCC(=O)N[C@@H]1c2ccccc2C2(CCN(Cc3cccn3-c3cccnc3)CC2)[C@H]1OC
18) O=C(c1ccccc1)N1CCN(c2ccc([N+](=O)[O-])c(NC3CC3)c2)CC1
19) CCOC(=O)c1c(NC(=O)c2nccnc2C(=O)O)sc2c1CCCC2
20) CCOC(=O)C1=C(C)N=c2s/c(=C\c3ccc(OC)c(OCC)c3)c(=O)n2C1c1ccccc1OC(C)C (centres undefined)
21) CC(C)Oc1ccc(C(=O)Nc2c3c(nn2C(C)(C)C)CS(=O)(=O)C3)cc1
22) O=C(Cn1nc(-c2nccc3ccccc23)oc1=O)N1CCc2ccccc21
23) CCCS(=O)(=O)Nc1nccnc1-c1ccc(C)cc1
24) C=CCNC(=O)c1cc(-c2ccc(Br)cc2)on1

Assay by compound	17	18	19	20	21	22	23	24
FBW7 activator	-0.1	-0.4	0.1	0.1	0.1	0.1	-0.5	-0.1
MITF primary	10	5	25	-2	9	6	-16	19
GPR151 ag	0.6	0.0	0.5	-0.3	0.3	1.2	0.1	-1.0
TEAD-YAP inh	5	4	0	0	-1	-3	1	-54

25) C[C@@H](O)[C@@H]1NC(=O)[C@H]2CN(Cc3ccsc3)CCN2C1=O
26) c1ccc(Oc2ccc(-c3cnc(N4CCOCC4)c4nccn34)cc2)cc1
27) CCCCCn1c(SCc2cccc(Cl)c2)nc2cc(C(=O)NC3CCCCC3)ccc2c1=O
28) CN1C/C(=C/c2ccc3c(c2)OCCO3)C(=O)/C(=C/c2ccc3c(c2)OCCO3)C1
29) CCc1ccc(-n2c(SCC(=O)c3cccc([N+](=O)[O-])c3)nc3[nH]ncc3c2=O)cc1
30) Cc1cccn2c(CNCC3CCN(C4CCCC4)CC3)c(C(=O)N3CCCCC3)nc12
31) COc1ccccc1CCN=C(N)NS(=O)(=O)c1ccc(OC)c(OC)c1
32) COc1ccc(C(=O)NCCNc2nc3cc4c(cc3cc2C#N)OCO4)cc1OC

Assay by compound	25	26	27	28	29	30	31	32
FBW7 activator	0.8	0.0	0.1	-0.3	0.0	-0.1	0.8	0.3
MITF primary	6	13	6	15	8	-15	11	6
GPR151 ag	-0.5	-0.1	0.9	-0.3	2.3	-1.3	0.7	0.1
TEAD-YAP inh	-10	0	1	3	19	-9	-2	-7

3 records drawn at random from the list so far:
29) CCc1ccc(-n2c(SCC(=O)c3cccc([N+](=O)[O-])c3)nc3[nH]ncc3c2=O)cc1
32) COc1ccc(C(=O)NCCNc2nc3cc4c(cc3cc2C#N)OCO4)cc1OC
28) CN1C/C(=C/c2ccc3c(c2)OCCO3)C(=O)/C(=C/c2ccc3c(c2)OCCO3)C1

Assay by compound	29	32	28
FBW7 activator	0.0	0.3	-0.3
MITF primary	8	6	15
GPR151 ag	2.3	0.1	-0.3
TEAD-YAP inh	19	-7	3

Next records.
33) Cc1cc(C(F)(F)F)nn1CC(=O)Nc1cccc(F)c1C#N
34) COc1ccc(NC(=O)/C(=C/c2ccc([N+](=O)[O-])cc2)NC(=O)c2ccc(C(C)(C)C)cc2)cc1
35) COc1cc(-c2nc3n(n2)C(c2cccnc2)C2=C(CCCC2=O)N3)cc(OC)c1OC (centres undefined)
36) CCOC(=O)C1=C(C)N=c2sc(=C(C)C)c(=O)n2C1c1ccc(OC)cc1 (centres undefined)
37) COc1ccccc1C1N=C(N)Nc2nc3ccccc3n21 (centres undefined)
38) CC(C)n1c(Nc2ccc(N3CCOCC3)cc2)nc2c(Nc3ccc(N4CCOCC4)cc3)ncnc21
39) Nc1ccc(Oc2ccc3c(c2)C(=O)N(c2ccc4ccccc4c2)C3=O)cc1
40) COc1ccccc1NC(=O)Cn1cnc2sc(C)c(S(=O)(=O)N3CCCCC3)c2c1=O

Assay by compound	33	34	35	36	37	38	39	40
FBW7 activator	-0.1	-0.1	0.1	-0.1	0.0	0.2	-0.2	0.3
MITF primary	9	3	11	10	-5	13	10	-2
GPR151 ag	-0.4	3.9	1.9	-1.4	0.0	-1.3	0.2	-0.5
TEAD-YAP inh	-7	-3	0	0	5	11	-13	-1

41) COc1cccc(NC(=O)CCN2CCOCC2)c1
42) Cc1ccc(N2C(=O)c3ccc(C(=O)Nc4ccccc4C(=O)O)cc3C2=O)c(C)c1
43) CC1CCCC(NC(=O)COC(=O)c2c[nH]c(=O)[nH]c2=O)C1C (centres undefined)
44) O=C1c2ccccc2C(=O)N1CCCc1nc2c3c4c(sc3ncn2n1)CCCC4
45) CC(C)(C)CN1CCC(Oc2cccc(C(=O)NCC3CC(=O)N(C4CC4)C3)c2)CC1 (centres undefined)
46) COc1ccc(CNCCC2CCC(=O)N2Cc2cccs2)cc1 (centres undefined)
47) CCOC(=O)c1c(NC(=O)c2ccc(S(=O)(=O)N3CCOCC3)cc2)sc2c1CCN(C)C2
48) Cc1ncc(CO)c2cc(C(=O)Nc3ccccc3F)c(=N)oc12

Assay by compound	41	42	43	44	45	46	47	48
FBW7 activator	0.7	-0.1	0.5	0.7	-0.1	0.1	-0.6	0.1
MITF primary	10	-1	15	7	-6	9	-2	11
GPR151 ag	-0.5	1.9	-0.4	-0.9	-0.3	-0.7	-0.7	4.7
TEAD-YAP inh	7	-6	-5	-7	2	1	-3	2

49) O=C(O)c1cccc(NC(=O)c2ccc(F)c(S(=O)(=O)N3CCOCC3)c2)c1
50) COc1cc(-c2nc(-c3ccsc3)c(-c3ccccc3)[nH]2)cc(OC)c1O
51) O=C1c2cccc3cccc(c23)C(=O)N1/N=C/c1ccc(O)cc1O
52) O=C(CSc1ncc(-c2cccc([N+](=O)[O-])c2)n1Cc1ccccc1)N1CCCC1
53) CC1CCc2c(sc(NC(=O)c3ccc(=O)n(Cc4ccccc4)n3)c2C(N)=O)C1 (centres undefined)
54) CN(C)C(CNC(=O)c1cc(Cl)c(O)c(Cl)c1)c1ccccc1 (centres undefined)
55) COc1ccccc1NC(=O)C(=O)N/N=C(\C)CC(=O)Nc1ccccc1C(F)(F)F
56) Cc1ccc(NC(=O)CN2CCN(Cc3ccccc3)CC2)c(Br)c1

Assay by compound	49	50	51	52	53	54	55	56
FBW7 activator	-0.1	0.0	0.0	0.6	-0.1	0.0	-0.2	-0.1
MITF primary	2	-5	14	22	10	-4	4	18
GPR151 ag	-7.7	0.5	1.5	-1.5	0.5	-1.4	-2.1	-0.3
TEAD-YAP inh	1	-8	-7	9	0	-6	-12	-8

57) CCOC(=O)c1ccc(NC2=CC(C)(C(=O)OCC)N(c3ccccc3)C2=O)cc1 (centres undefined)
58) CCOCC(=O)Nc1nnc(C)s1
59) CCOc1ccc(C(Nc2ccccc2)P2(=O)OCCC(C)O2)cc1 (centres undefined)
60) C=CCSc1nnc2c(n1)OC(c1ccccc1OC)N(C(C)=O)c1ccccc1-2 (centres undefined)
61) Cc1ccccc1C(C(=O)NCc1ccccc1)N(CC1CCCO1)C(=O)c1ccccn1 (centres undefined)
62) COC(=O)CNC(=O)COC(=O)c1ccccc1Cl
63) COc1ccc(CCN2C(=S)N(c3cccc(C(F)(F)F)c3)C(=O)C2CC(N)=O)cc1OC (centres undefined)
64) O=C(c1ccc2c(c1)C(=O)N(c1ccccn1)C2=O)N1CCN(c2ccccc2F)CC1

Assay by compound	57	58	59	60	61	62	63	64
FBW7 activator	0.6	0.2	-0.1	0.1	0.9	-0.1	0.2	0.2
MITF primary	9	-4	11	13	29	4	0	8
GPR151 ag	2.1	-0.1	-0.9	0.8	0.2	0.7	0.0	0.7
TEAD-YAP inh	-4	-4	-2	6	1	10	2	2

65) COc1cc(Cl)c(C)cc1NC(=O)c1ccc(Br)o1
66) CC(=O)NS(=O)(=O)c1ccc2ccccc2c1
67) C=CCn1c(=NC(=O)c2cccc(N3C(=O)CCC3=O)c2)sc2cc(F)ccc21
68) O=C(N/N=C/c1ccco1)c1cccc(NC(=O)c2cccc(Br)c2)c1
69) COCC(=O)NNC(=O)C(C)Oc1ccc(Cl)cc1Cl (centres undefined)
70) O=C(/C=C/c1cccs1)NC(=S)N1CCN(c2ccccn2)CC1
71) COc1ccc(NC(=O)CC23CC4CC(C2)CC(n2nnc(C)n2)(C4)C3)cc1
72) CCc1c(C)sc2nc(C)nc(SCC(=O)Nc3ccc(C(C)=O)cc3)c12

Assay by compound	65	66	67	68	69	70	71	72
FBW7 activator	-0.1	-0.3	-0.1	-0.1	0.1	-0.2	-0.1	0.1
MITF primary	2	-16	10	12	-2	-14	-8	8
GPR151 ag	-0.9	-0.6	0.0	0.7	5.0*	1.6	0.3	-0.5
TEAD-YAP inh	-11	5	4	-13	10	0	-3	0

73) CN1CCNC(=O)C1CC(=O)NCCC1=CCCCC1 (centres undefined)
74) Cc1ccc(CN(C)C(=O)[C@H](C)Nc2ccc(C(F)(F)F)cc2[N+](=O)[O-])o1
75) Cc1ccc(NC(=O)CSc2nc3ccccc3c(=O)n2CCCC(=O)NCCCN2CCOCC2)cc1C
76) COc1ccc(NC(=O)CN2CCC(C(=O)Nc3cccc(F)c3)CC2)c(OC)c1
77) Cc1nc(-c2cccs2)c(CCC(=O)N2CCc3ccccc3C2)s1

Assay by compound	73	74	75	76	77
FBW7 activator	-0.2	0.0	-0.1	0.8	-0.2
MITF primary	-1	-1	-8	13	-15
GPR151 ag	3.6	-0.3	1.6	1.4	-0.9
TEAD-YAP inh	-1	2	15	1	-3
